# Source: PubChem
# T cell modulator = modulates CD8 T cell binding to vesicles; 2C CD8+ T cell-vesicle binding, flow cytometry; hits give low values; calls only at 7 µM; actives 0.068% (n = 330,000);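 active means response, share of CD8 T cells binding vesicles, and their 90th percentile fluorescence all below set limits, cut at about 80% in these data, passing the limit was not always enough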
#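 Read-out – percent CD8+ FL2 mean versus row control · System – murine 2C transgenic CD8+ T lymphocytes · Times – 1.5 h cell–vesicle binding at 37 °C, then 20 min icy labelling · Control set – naked vesicles low, QL9 vesicles with vehicle high · Detection – cytometric PE anti-B7-1 and Alexa647 anti-CD8 signals after 1% paraformaldehyde fixation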
# b-catenin transl = alters nuclear translocation of beta-catenin in HeLa cells. immunofluorescence imaging. nuclear translocation activity, % at 5 µM. actives 0.3% (n = 190,000). AID 1665;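 active means nuclear translocation activity above 50% at 5 µM, with a well cell count of 50 or more; inconclusive means wells under 50 cells across six images, flagged as toxic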;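 further: per-cell ratio of nuclear to cytoplasmic median beta-catenin stain intensity; plate controls were DMSO negative control for no effect and GSK-3 inhibitor IX positive control for full effect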
#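 Test system: human HeLa cell line; Doses: 5 µM primary, 0.02–20 µM confirmation; Incubation: 24 h compound exposure, 37°C; Detection: beta-catenin immunofluorescence imaging with DAPI; Read-out: beta-catenin nuclear/cytoplasmic ratio, % activation.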
# PhoP inhibition = inhibitors of PhoP regulon expression, primary screen, Salmonella Typhimurium, GFP reporter (AID 1863); S. Typhimurium PhoP-regulated promoter GFP reporter, 4 h; higher % means a stronger effect; one-dose inhibition, % at 50 µM; IC50 in µM for titrated hits; actives 0.16% (n = 300,000);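 active means inhibition over 29.93%, a cutoff 3 SD above the screen mean, later confirmed by dose response; inconclusive means inhibition over 29.93% but no dose response follow-up; inactive means inhibition at most 29.93% or unconfirmed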;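 further: 0% = low Mg2+ inducing control and 100% = high Mg2+ repressing control; strong numbers were not always called active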
# Insulin prom up = MIN6 insulin promoter up-regulation; MIN6 insulin promoter-GFP reporter, high-content imaging; hits give high values; z-score at 5 µM; actives 0.3% (n = 190,000);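 active means z-score above 3 at 5 µM with at least 500 cells counted in the well; inconclusive means wells under 500 cells, flagged as cytotoxic or low count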
# Dynein transport = dynein cargo transport inhibition. 3617.4 mouse cells, GR-EGFP nuclear translocation imaging; test concentration mostly 20 µM; stimulated with dexamethasone, 1 µM; hits give low values. z-score, hits read low. actives 0.47% (n = 220,000). AID 1381;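 active means plate z-score of nuclear minus cytoplasmic receptor signal below a set negative limit, without overly bright fluorescence or cell loss, cut at about -3.5 in these data, passing the limit was not always enough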;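 further: z-score of nuclear minus cytoplasmic ring GR-EGFP intensity difference per well; some compounds called inactive have numbers as strong as hits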
#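 Buffer or medium: tet-free, stripped-serum medium; Also added: dexamethasone, 1.0 µM final; Technique: high-content fluorescence imaging after fixation; Times: 48 h induction, 1 h compound, 30 min dex at 37 °C; Read-out: per-cell GR-EGFP intensity, nucleus versus surrounding cytoplasmic ring, well-averaged.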
# Autophagy mod = autophagy modulation, high-content screen. actives 0.98% (n = 190,000). AID 463193. calls only at 10 µM (by protocol). MEF GFP-LC3 puncta imaging; test concentration mostly 10 µM;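 active means percentage of spot-positive cells more than 3 SD above its plate mean, without a fluorescence outlier flag or 80% toxicity; inconclusive means no clear call, values can overlap the other calls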;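 further: spot-positive cell cutoff set from DMSO-treated cells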
# ER stress rescue = rescue of cells from ER stress-induced death, primary screen, 384-well, CSM14.1, thapsigargin, ATP luminescence (AID 1222); CSM14.1 thapsigargin-induced death rescue, ATP luminescence; higher % means a stronger effect; cellular ATP content (survival), % at 20 µM; hits with a dose series show EC50 in µM; 190,000 tested, under 10 active;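 active means EC50 below 50 µM in the dose-response confirmation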;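 further: death triggered by thapsigargin at about 15 µM added after 2 h compound pretreatment; cell ATP read after overnight thapsigargin exposure of roughly 18 to 22 hours; normalized against plate controls of thapsigargin alone and 5% DMSO vehicle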
# MT stabilizer = stabilizes microtubules in HeLa cells. HeLa tubulin immunostaining HCS, 24 h; share of cells brighter than vehicle mean+2SD. % tubulin-high responders, % at 10 µM. actives 0.83% (n = 200,000). AID 2205;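 active means plate Z-score above 3 for both tubulin-high and condensed-nucleus cell shares, with cell loss under 80%, at 10 µM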;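 further: anti alpha tubulin signal scored within the nucleus-defined area of each cell; some results filed as inactive read as strong as hits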
# Hep lipid drop = hepatic lipid droplet formation modulation; inhibition, % at 6.5 µM; actives 0.4% (n = 240,000); AML12 mouse hepatocytes, oleate lipid droplets, BODIPY imaging; AID 1656;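 active means lipid droplet intensity inhibited by at least 50%, with more than 500 cells counted; inconclusive means wells with under 300 cells, treated as cytotoxic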
#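 Test system: AML12 mouse liver cells; schedule: overnight exposure; technique: high-content imaging of BODIPY-stained droplets and DAPI nuclei; read-out: % inhibition of corrected integrated BODIPY droplet signal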
# Dynein transport cytoplasmic EGFP = second read-out of Dynein transport, no call of its own (marks repeat the call); z-score; measured here: cytoplasmic GR-EGFP intensity; hits give high values
# Dynein transport nuclear GR-EGFP = also measured in Dynein transport; calls as there; z-score; measured here: nuclear GR-EGFP intensity;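 lower value marks the stronger effect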
# Dynein transport cell count = recorded beside Dynein transport, whose call it bears; z-score; measured here: cell count per field
# Insulin prom up cell count = also measured in Insulin prom up; calls as there; cell count; measured here: cytotoxicity, nuclei count;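 total cells summed across four imaged fields per well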
# Hep lipid drop cells 6.5 µM = further read-out of Hep lipid drop, marked with its call; cell count; measured here: cell count, cytotoxicity flag;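 cells counted across two imaged fields per well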
# b-catenin transl cell count 5 µM = second read-out of b-catenin transl, no call of its own (marks repeat the call); cell count; measured here: cell count, cytotoxicity flag
# T cell modulator vesicle-bound % = further read-out of T cell modulator, marked with its call; double positive events, %; measured here: CD8+ vesicle-bound cell fraction;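 binding gate set so that unloaded-vesicle control wells show 10% double positive cells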
# MT stabilizer Hoechst-high % = further read-out of MT stabilizer, marked with its call; % Hoechst-high responders; measured here: nuclear condensation Hoechst responders;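 share of cells brighter than vehicle mean plus two SD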
# MT stabilizer cytotoxicity % = recorded beside MT stabilizer, whose call it bears; toxicity, %; measured here: cytotoxicity by cell density;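 0% = mean cell density of plate MIN control wells and 100% = no cells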
# Autophagy mod cell loss 18 h = second read-out of Autophagy mod, no call of its own (marks repeat the call); toxicity, %; measured here: cell loss, nuclei count;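 cell loss after 18 h compound exposure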
# Numbers without * were called inactive; i = inactive; ? = inconclusive; · = not tested or not shown.
molecule	T cell modulator	T cell modulator vesicle-bound %	b-catenin transl	b-catenin transl cell count 5 µM	PhoP inhibition	Insulin prom up	Insulin prom up cell count	Dynein transport	Dynein transport cytoplasmic EGFP	Dynein transport nuclear GR-EGFP	Dynein transport cell count	Autophagy mod	Autophagy mod cell loss 18 h	ER stress rescue	MT stabilizer	MT stabilizer Hoechst-high %	MT stabilizer cytotoxicity %	Hep lipid drop	Hep lipid drop cells 6.5 µM
Cc1ccc(OC(C)C(=O)N/N=C/c2ccccn2)cc1 (stereo unspecified)	i	41	-3.2	1055	7%	0.89	1260	0.65	-0.25	-0.044	-0.31	i	30	0.2%	2.2	1.2	7.8	4	709
CC(C)(C)n1nnnc1C(c1cccs1)N(Cc1ccc(Cl)cc1)CC1CCCO1 (stereo unspecified)	i	40	5.0	1154	7%	-1.2	1187	-0.21	-0.28	-0.3	-0.058	i	-1	6.0%	0.8	0.6	9.4	-16	748
CCN(CC(=O)NC1CCCCC1)S(=O)(=O)c1ccc(Cl)cc1	i	51	1.7	994	10%	-0.11	1810	2.4	-0.15	1.8	-1.5	i	3	-3.4%	2.3	1.8	5.0	-1	706
Cc1ccc(S(=O)(=O)N2CCN(C(=O)CCC(=O)NCc3ccc(F)cc3)CC2)cc1	i	56	·	·	-12%	-0.55	1269	-0.83	-0.28	-0.51	0.072	i	-1	-0.6%	2.7	3.1	5.2	-17	611
COc1ccccc1NC(=O)COC(=O)c1ccc2c(c1)nc(C)n2-c1ccccc1	i	13	-0.4	939	-10%	0.31	1240	-1.1	-0.22	-0.11	1	i	10	0.3%	1.7	1.6	6.4	25	657
Cc1ccc2nc(Cl)c3cc(C(=O)N(CCN(C)C)Cc4ccco4)sc3c2c1	i	35	?	·	-7%	-1.3	1111	-3.5*	-0.036*	-1.8*	0.76*	i	-1	1.1%	3.0	3.1	6.6	-9	654
CCn1c(SCC(=O)NCC(=O)Nc2ccc(F)cc2)nnc1-c1cccs1	i	40	-0.3	1083	4%	-0.12	1085	-0.33	-0.22	-0.0057	0.22	i	-1	-1.2%	2.0	1.3	8.8	·	·
Cc1ccc(CC(=O)N2CCN(c3ccccn3)CC2)cc1	i	33	·	·	3%	-0.23	1049	0.41	0.17	0.4	-0.17	i	-7	0.3%	2.0	0.7	6.7	9	793
Cc1ccc(-c2cc(C(=O)Nc3cc(C)on3)no2)cc1	i	34	-0.1	916	5%	0.11	1729	0.7	-0.36	0.23	0.48	i	5	1.4%	1.8	2.6	5.3	8	709
Cc1cc(C)nc(SCC(=O)O)n1	i	28	-5.0	1063	-13%	-0.11	1305	1.6	-0.14	1.4	-0.85	i	-7	-0.4%	1.5	2.4	9.3	·	·
COc1ccc(/C=C2/SC(=S)N(CCCC(=O)Nc3ccc(O)cc3)C2=O)cc1	i	49	5.5	1246	-12%	-0.44	1021	-0.38	-0.21	0.25	0.057	·	·	·	·	·	·	-4	619
Cc1ccccc1NC(=O)NCCCN1CCN(c2ccccc2)CC1	i	39	·	·	2%	0.47	776	0.6	-0.2	0.16	-0.27	i	1	-0.8%	1.4	1.3	26	3	727
Nc1nc[nH]c(=O)c1N=Cc1ccccc1	i	21	0.5	1122	-3%	-0.54	1345	1.7	-0.095	0.69	-0.042	·	·	·	·	·	·	-5	669
CCc1nnc(NC(=O)C2CCCN2S(=O)(=O)c2ccc(C)cc2)s1 (stereo unspecified)	i	56	1.7	920	14%	·	·	0.69	-0.17	0.73	0.19	i	5	-2.0%	2.0	0.4	30	21	705
O=c1oc2cc(OCc3nn[nH]n3)ccc2c2c1CCCC2	i	35	-1.6	968	8%	0.65	1270	1.2	-0.25	1.1	-1	i	-10	1.8%	3.6	2.2	7.5	·	·
O=C(COc1ccc(-n2cnnn2)cc1)NCCc1ccc(F)cc1	i	29	-6.3	957	9%	-0.89	1525	-0.08	-0.36	-0.16	0.42	i	17	-0.4%	3.0	1.3	2.0	·	·
CC(C)COCC(O)CC(Cc1ccccc1)C(=O)NN (stereo unspecified)	i	60	0.3	1513	0%	·	·	-1.2	-0.16	-0.63	-0.55	i	10	0.0%	2.4	2.0	3.6	14	660
CNC(=O)COc1ncnc2sc(C)c(C)c12	i	42	-1.2	1093	-15%	0.57	1787	1.3	-0.26	0.6	0.075	i	4	-0.2%	3.3	1.8	9.7	8	721
Cc1ccc(SCCNC(=O)/C=C/c2ccccc2Cl)cc1	i	42	-1.1	1421	-12%	0.77	1084	-0.61	-0.22	-0.46	0.73	i	12	-1.7%	1.2	1.5	6.8	·	·
O=C1c2ccccc2C(=O)N1CC(=O)N1c2ccccc2Sc2ccc(C(F)(F)F)cc21	i	27	-0.4	1016	5%	0.8	1480	-1.7	-0.26	-0.67	0.92	i	-14	-0.6%	2.8	1.9	6.9	0	684
CCOc1ccc(NC(=O)CNC(=O)c2ccc(OC)c(OC)c2)cc1	i	45	-5.2	1254	-3%	0.03	1156	-0.14	-0.27	-0.046	0.46	i	-3	-1.3%	3.5	2.2	6.0	10	767
Cc1noc(C)c1S(=O)(=O)Nc1ccc(C(=O)N2CCC(C)CC2)cc1	i	32	-0.1	1088	-4%	-1.6	1280	0.95	-0.18	0.81	-0.087	i	11	-14%	4.4	2.1	5.7	4	683
CCN(CC)CCCN(Cc1cc2cc(OC)ccc2[nH]c1=O)C(=O)Nc1ccccc1	i	45	-1.2	1285	-2%	0.79	903	0.66	-0.19	1	-1.5	·	·	·	·	·	·	13	716
O=C(O)c1ccc(N/N=C/c2ccc(OC(=O)c3ccccc3Cl)cc2)cc1	i	24	·	·	-13%	-0.61	1424	-0.34	-0.23	-0.2	0.26	i	-3	-2.4%	2.5	1.7	4.4	2	627
Cc1cc(C2C(C#N)=C(N)SC(N)=C2C#N)c(C)s1	i	44	·	·	-21%	-0.56	1289	-1.5	0.75	-0.95	-0.23	i	5	-1.2%	2.0	1.4	2.1	4	695
O=[N+]([O-])c1ccc(N2CCN(S(=O)(=O)Cc3ccccc3)CC2)cc1N1CCOCC1	i	37	-3.0	1073	0%	0.55	1902	1.4	0.0052	0.31	-1.4	i	-1	1.6%	0.8	1.2	4.5	13	673
CC(C)C(C)NC(=O)CSc1nc2scc(-c3ccco3)c2c(=O)n1-c1ccccc1 (stereo unspecified)	i	44	-1.8	1057	8%	0.26	886	-0.36	-0.029	0.12	0.57	i	-12	-1.6%	1.7	1.3	6.4	60*	752*
COC(=O)c1sccc1NC(=O)Nc1cccc(C(C)=O)c1	i	8	-0.6	927	-6%	0.88	1529	-0.27	-0.16	0.14	-0.42	i	-9	0.3%	2.1	3.2	4.0	-2	738
COC(=O)C1=C(C)N(C)C(=S)NC1c1ccc(OC)cc1OC (stereo unspecified)	i	58	-2.2	1042	-3%	-0.12	1545	-0.17	-0.14	-0.2	-0.45	i	-8	1.8%	3.5	1.6	12	-19	635
C/C(=N\OC(=O)c1cccc(C)c1)c1sc(-c2ccccc2)nc1C	i	33	·	·	-10%	·	·	-0.77	-0.23	-0.74	1.7	i	-2	0.3%	1.8	1.4	11	·	·
CCCCCOc1ccc(C2NC(=O)NC2=O)cc1 (stereo unspecified)	i	36	0.7	1032	3%	0.07	1888	0.27	-0.12	0.49	-0.72	·	·	·	1.9	1.9	6.7	10	606
N/C(=N\OC(=O)N1c2ccccc2Sc2ccccc21)c1ccccc1	i	54	2.4	1070	30%	-3.3	799	1	-0.3	0.39	0.19	i	30	-0.9%	1.8	3.4	0.6	30	727
O=C(COC(=O)c1cc(-c2cccnc2)nc2ccccc12)Nc1ccc(F)cc1F	i	62	-2.6	1121	1%	1.3	1618	-0.96	-0.23	-0.66	0.4	i	7	-2.8%	6.1	2.3	9.2	-6	561
CN1CCN(C(=O)C2=C[C@@H](c3ccccc3)C[C@@H](OCc3ccc(CO)cc3)O2)CC1	i	25	-1.0	1149	-3%	-0.07	1504	2.4	-0.099	1.6	-0.29	i	14	-1.0%	0.9	0.9	0.9	2	701
